Bioassay records as filed in PubChem BioAssay.
KAT2A inh: inhibitors of human GCN5L2 histone acetyltransferase | hit rate 0.21% among 390,000 | Potency, µM (top dose mostly 58.9 µM), for the others: at the highest dose activity change, negative = inhibition, usual class: inhibitors | GCN5L2 HAT assay, ThioGlo1 CoA-SH fluorescence | Q92830
Target sequence (Q92830 whole entry, looked up): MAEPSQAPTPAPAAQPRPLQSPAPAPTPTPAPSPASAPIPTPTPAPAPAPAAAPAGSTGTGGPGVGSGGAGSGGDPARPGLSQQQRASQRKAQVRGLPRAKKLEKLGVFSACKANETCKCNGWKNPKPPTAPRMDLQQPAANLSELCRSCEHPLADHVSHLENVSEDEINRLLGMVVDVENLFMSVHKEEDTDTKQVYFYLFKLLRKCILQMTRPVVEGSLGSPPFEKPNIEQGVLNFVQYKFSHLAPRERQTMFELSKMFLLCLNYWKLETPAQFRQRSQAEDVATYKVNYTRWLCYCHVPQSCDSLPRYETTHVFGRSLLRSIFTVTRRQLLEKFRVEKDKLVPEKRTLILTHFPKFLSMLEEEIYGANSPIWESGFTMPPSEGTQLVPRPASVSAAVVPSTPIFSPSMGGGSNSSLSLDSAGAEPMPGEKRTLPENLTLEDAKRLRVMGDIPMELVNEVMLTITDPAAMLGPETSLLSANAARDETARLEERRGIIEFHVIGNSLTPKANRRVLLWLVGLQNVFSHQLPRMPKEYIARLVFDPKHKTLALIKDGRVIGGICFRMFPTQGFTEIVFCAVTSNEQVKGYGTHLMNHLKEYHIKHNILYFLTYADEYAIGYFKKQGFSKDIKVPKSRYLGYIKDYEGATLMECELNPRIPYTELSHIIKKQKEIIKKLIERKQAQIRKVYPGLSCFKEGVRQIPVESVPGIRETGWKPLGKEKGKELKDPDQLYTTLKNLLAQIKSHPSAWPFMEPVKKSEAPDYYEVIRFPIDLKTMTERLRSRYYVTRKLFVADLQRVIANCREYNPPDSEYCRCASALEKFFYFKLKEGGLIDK
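ThioGlo1-coupled HAT assay: 20nM GCN5L2, 70uM acetyl-CoA, 75uM H3(1-25) peptide, pH 7.5. Fluorescence read at 340/540nm at start and after 20 min at room temperature.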
TDP1 cell CPT: DT40-hTDP1 cell growth loss with CPT; hit rate 12% among 420,000; Potency, µM (top dose mostly 46.2 µM), for inactives: top-dose activity change, negative = growth inhibition, usual class: inhibitors; chicken DT40 Tdp1-/-;hTDP1 cells + 20 nM CPT, ATP luminescence, 48 h; AID 686979; further: nearly all actives have a fitted effect of over 55% in size
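Cell growth measured by CellTiter-Glo luminescence after a minimum 48 h, 37 C compound exposure with 20 nM CPT in Tdp1-knockout DT40 cells stably expressing hTDP1, seeded 400/well; qHTS titration format.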
DT40 TDP1 no CPT: qHTS for Inhibitors of human tyrosyl-DNA phosphodiesterase 1 (TDP1): qHTS in cells in absence of CPT; DT40 Tdp1-/- hTDP1 cells, no CPT, ATP luminescence, 48 h; Potency, µM (highest dose often 46.2 µM), without a hit: at the highest dose activity change, negative = growth inhibition, most hits filed as inhibitors; hit rate 15% among 420,000; AID 686978, 2013; further: nearly all actives have a fitted effect of over 55% in size
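A cellular qHTS used chicken DT40 cells lacking endogenous Tdp1 but carrying stably transfected human TDP1. Compounds were applied without camptothecin, and cell growth kinetics were judged by ATP-dependent luminescence after ≥48 hr.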
Active calls of the source: *; ? = inconclusive; . = not tested or not shown; & = joins results of further samples; [ ] = dose if it differs, or a comment. The call rests on the fitted dose curve; in most records, active means well fitted curve in the direction sought with a large enough effect; inconclusive means small, poorly fitted or top-dose-only effect, or another doubt; inactive means no such curve, though single readings can be large; an effect the other way counts as inactive or inconclusive. On the % scale 0 is the no-effect control and ±100 the full control effect; potency means the concentration at half of the fitted maximal effect. Some of the compounds tested; rates above refer to the full screens.

SMILES	KAT2A inh	TDP1 cell CPT	DT40 TDP1 no CPT
O=C(c1cccs1)N1CCC(c2ccccc2)C1 (centres undefined)	-4%	-6%	-20%
O=C(O)C1CCCN1S(=O)(=O)c1ccc2[nH]c(=O)c(=O)[nH]c2c1 (centres undefined)	1%	-11%	-11%
CCc1ccc(Nc2ncc3c(n2)CC(C)(C)CC3=O)cc1	-4%	-11%	-18%
COc1cc(CN2CCSCC2)cc(OC)c1OC	0%	-7%	-19%
CCN(CC)C(=O)[C@H]1CC(CC(=O)NC/C=C(\C)CCC=C(C)C)C(=O)N2CCc3c([nH]c4ccccc34)[C@]12C (some centres undefined)	5%	23µM*	?
O=C(CSc1cccs1)Nc1ccc(Cl)cc1	-8%	2%	-28%
Cc1cc[n+](-c2nc3ccccc3nc2[N-]S(=O)(=O)c2ccccc2)cc1	-10%	15%	-2%
Cc1nnc(NC(=O)C2=COCCO2)s1	4%	6%	7%
Cn1cccc1C(=O)N1CCC[C@@]2(CCN(Cc3cc(C(F)(F)F)cc(C(F)(F)F)c3)C2)C1	-3%	?	?
O=C(Nc1ccccc1N1CCOCC1)c1ccc(N2CCCC2=O)cc1	3%	5%	1%
CSc1ccc(CNC(=O)Cc2ccc(NC(=O)C3=C(C)OCCS3)cc2)cc1	-4%	2.9µM*	2.9µM*
NC(=O)COC(=O)c1ccccc1Nc1ccc(SC(F)F)cc1	1%	-19%	?
COCCCn1cc(CN2CC(N3CCN(Cc4ccccc4F)CC3)CS2(=O)=O)nn1 (centres undefined)	.	-10%	-9%
Cc1nn(-c2ccccc2)c(C)c1/C=N/n1c(-c2ccncc2)n[nH]c1=S	2%	-3%	-19%
COc1cccc(C2C(=O)c3ccccc3C2=O)c1	-3%	6%	18%
CCOc1ccc(NC(=O)Cn2c(=O)n(-c3ccccc3)c(=O)c3ccc(C(=O)NCc4ccc5c(c4)OCO5)cc32)cc1	-4%	21µM*	21µM*
COc1cc(/C=N\N=C2/SC(CC(=O)O)C(=O)N2c2ccc(O)cc2)ccc1O (centres undefined)	-12%	-2%	2%
COCCn1cc(C(=O)NCc2ccco2)c2c3ccccc3n(C)c2c1=O	-6%	-4%	?
CCN(C(=O)COC(=O)/C(C#N)=C/c1ccc(N(C)C)cc1)C1CCS(=O)(=O)C1 (centres undefined)	2%	-6%	-12%
COc1ccc(NC(=O)c2ccc(F)cc2)cc1S(=O)(=O)Nc1cc(C)ccc1Br	-16%	-18%	?
CCCCCCCCCCOC(=O)Cn1c(COc2cccc(OC)c2)[n+](C)c2ccccc21	-5%	2.3µM*	2.3µM*
CC1=CC2=NC(=O)CC(C)(C(=O)N(CC(=O)NC3CCCC3)c3cc(C)cc(C)c3)N2C=C1 (centres undefined)	1%	13µM*	21µM*
Cc1nn(CC(=O)NCc2ccco2)c(C)c1[N+](=O)[O-]	-10%	-2%	15%
COc1cc(OC)cc(-c2c(-c3cccs3)c3cc(-c4cnc(OC)nc4)ccc3n2C)c1	-9%	?	15µM*
CC(=O)C1=C(O)C(=O)N(c2ccc(O)cc2)C1c1ccc(C)cc1 (centres undefined)	-13%	30%	4%
OC(CNCCc1ccc(C(F)(F)F)cc1)COC(c1ccccc1)c1ccccc1 (centres undefined)	15%	18µM*	?
O=C(CCC(=O)c1cccs1)NCc1ccc(Cl)cc1	-3%	2%	-20%
O=C(CCN1CCN(c2ccccc2)CC1)NNC(=O)Cc1ccccc1Cl	-1%	1%	2%
O=C(Nc1ccccc1)c1ccc2ccccc2n1	-2%	?	-23%
Cc1nn(-c2ccccc2)nc1-c1nnc(-c2ccc(C(F)(F)F)cc2)o1	-2%	28%	-7%
COc1ccc(OC(=O)/C=C/c2ccc([N+](=O)[O-])cc2)cc1	2%	-17%	?
CS(=O)(=O)N1CCc2cc(C(=O)N3CCOCC3)ccc21	3%	-1%	7%
CCOC(=O)c1nn(-c2ccc3c(c2)OCO3)cc1O	-13%	-12%	-2%
Cc1cc(NC(=O)CN2CCN(C/C=C/c3ccccc3)CC2)c([N+](=O)[O-])cc1C	-10%	?	?
O=[N+]([O-])c1ccccc1NC1CCN(Cc2ccccc2)CC1	-3%	-2%	-26%
Cc1noc(C)c1C(=O)OCC(=O)NC(=O)NC12CC3CC(CC(C3)C1)C2	-9%	-26%	-9%
O=C(Nc1cccc(Cl)c1)N1CCCCCC1	-4%	-1%	-3%
COc1ccccc1C(=O)N1CCN(S(=O)(=O)c2ccccc2)CC1	-6%	-33%	-15%
O=C1/C(=C/c2cccs2)Cc2ccccc21	-1%	5%	-6%
O=S(=O)(Nc1cccc(Oc2ccc(Cl)cc2)n1)c1ccc(F)cc1	-5%	?	2%
CCOc1cc(N2CCOCC2)c(OCC)cc1NC(=O)CN1CCc2ccccc2C1	-3%	23µM*	18µM*
Cc1cnc(C(=O)NC(Cc2ccccc2)c2ccccc2)cn1 (centres undefined)	-4%	-2%	-29%
CCc1ccc2oc(-c3ccc(OC)cc3)cc(=Nc3cccc(C(=O)O)c3)c2c1	-10%	?	?
CC(C)(C)CNC(=O)C1(C)CCN1C(=O)Cc1ccc(C(C)(C)C)cc1 (centres undefined)	.	?	?
CCCCNC(=O)Cn1nnc(-c2ccccc2)c1COc1ccc(C(C)=O)cc1	.	-26%	?
COc1cc2c(C(=O)O)c(C)n(CC(C)C)c2c2ccccc12	-7%	2%	-29%
CCC(C)NC(=O)CCn1c(-c2ccccc2)cc(C(C)=O)c1C (centres undefined)	-5%	1%	-17%
C=CC[C@@H](CC(=O)N[C@H](CO)Cc1ccccc1)C(=O)N[C@H](COC(=O)[C@H](CC=C)CC(=O)OC(C)(C)C)Cc1c[nH]c2ccccc12	.	?	?
COc1ccc(CCCc2nnc(SCC(=O)Nc3cccc(C)c3)o2)cc1	-1%&-10%	-19%&-28%	-24%&-10%
Cn1cc(P(=O)(N2CCOCC2)N2CCOCC2)cc1P(=S)(N1CCOCC1)N1CCOCC1	-18%	-15%	-9%
CCC(=O)N(C)C[C@@H]1Oc2ncc(Br)cc2C(=O)N([C@H](C)CO)C[C@H]1C	.	-3%	-11%
CCCc1cc(=O)[nH]c(SCCOC(=O)c2ccccc2)n1	-5%	2%	0%
Nc1c(C(=O)Nc2cccc(F)c2)nnn1-c1ccc2c(c1)OCCO2	0%	-8%	-24%
Cc1ccc(CSc2nnc3[nH]c(=O)cc(C)n23)cc1	-10%	12%	-10%
Cn1c(N)c(C(=O)/C=C/c2ccccc2)c(=O)[nH]c1=O	29%	13%	-4%
N#CC1=C(N)Oc2cc(N)ccc2C1c1ccc(Cl)cc1 (centres undefined)	-14%	-7%	-1%
CCCCCCN=CC1=C(O)C(C(=O)OC)C(C)(C)CC1=O (centres undefined)	-7%[0.501 µM]	18%	-2%
CCOC(=O)c1cccc(NC(=O)CC2C(=O)N(c3ccc(F)cc3)C(=O)N2C(C)C)c1 (centres undefined)	-3%	?	?
Cc1ccc(S(=O)(=O)N(C)CC(=O)Nc2nnc(CC(C)C)s2)cc1	-3%	-29%	5%
O=C(c1ccc(F)cc1)C(CN1CCOCC1)c1ccccc1 (centres undefined)	-4%	1.8µM*	1.3µM*

Single values from the results shown.
DT40 TDP1 no CPT with CCCc1cc(=O)[nH]c(SCCOC(=O)c2ccccc2)n1 → 0%
TDP1 cell CPT with COc1cc2c(C(=O)O)c(C)n(CC(C)C)c2c2ccccc12 → 2%
KAT2A inh with CCOC(=O)c1cccc(NC(=O)CC2C(=O)N(c3ccc(F)cc3)C(=O)N2C(C)C)c1 (centres undefined) → -3%
TDP1 cell CPT with N#CC1=C(N)Oc2cc(N)ccc2C1c1ccc(Cl)cc1 (centres undefined) → -7%
KAT2A inh with CCCCCCN=CC1=C(O)C(C(=O)OC)C(C)(C)CC1=O (centres undefined) → -7%[0.501 µM]
TDP1 cell CPT with CCCCNC(=O)Cn1nnc(-c2ccccc2)c1COc1ccc(C(C)=O)cc1 → -26%

The results go on:
SMILES	KAT2A inh	TDP1 cell CPT	DT40 TDP1 no CPT
FC(F)(F)C(Oc1nc(Nc2ccc(Cl)cc2)nc(N2CCOCC2)n1)C(F)(F)F	-3%	?	21µM*
COC(=O)N1CCC2(CCCN(C(=O)Nc3ccccc3)C2)CC1	1%	3%	5%
CCOC(=O)N1CCc2c(sc3c2c(=O)n(-c2ccc(CC)cc2)c(=O)n3Cc2cccc(OC)c2)C1	0%	13µM*	?
CC(Oc1ccc(F)cc1)C(=O)Nc1sc2c(c1C(=O)NCc1cccnc1)CCCC2 (centres undefined)	-8%	?	?
CCCn1c(N2CCN(C(=O)N3CCCCC3)CC2)nc2ccccc21	-8%	?	?
COC(=O)c1c(C)[nH]c(C(=O)/C=C/c2ccccc2Cl)c1C	-3%	?	-26%
O=C(CSc1nc2cc([N+](=O)[O-])ccc2n1-c1ccccc1)NCc1ccc2c(c1)OCO2	51%[activator]	15µM*	23µM*
C/C(=N\Nc1ccc(C(=O)O)cc1)c1ccc(S(=O)(=O)NCc2ccco2)cc1	-14%	-6%	3%
COc1ccc(CN(C(=O)CNC(=O)c2ccco2)C(C(=O)NCC2CCCO2)c2ccccc2)cc1 (centres undefined)	-6%	-3%	-9%
O=C(NCc1ccc(Cl)cc1)Nc1ccc(F)cc1	-2%	-6%	3%
O=C(NC1CCCCC1)c1cc(-c2ccccn2)nc2ccccc12	1%	?	?
O=C(CSc1nnc(COc2ccccc2)o1)N1CCCC1	-5%	-18%	2%
CCOCCCNC(=O)C(NC(=O)c1ccccc1O)c1ccccc1 (centres undefined)	-8%	-4%	-8%
Cc1onc(-c2ccccc2Cl)c1C(=O)N1CCN(C(=O)c2ccco2)CC1	1%	-4%	-16%
NC(=O)Nc1ccc(C(=O)OCC(=O)Nc2cccc(S(=O)(=O)NC3=NCCC3)c2)cc1	-2%	9%	2%
COc1cccc(-c2ccnc3c(-c4ccccc4)c(C)nn23)c1	-10%	?	?
C/C(Cc1ccccc1)=N\NC(=O)CNC(=O)/C=C\c1ccccc1	-1%	9%	-5%
CC1CC(=O)Nc2ccccc2N1C(=O)CN1C(=O)C(=O)N(C)C1=O (centres undefined)	-3%	-11%	-8%
O=C(CSc1ncn[nH]1)Nc1nc2c(F)c(F)c(F)cc2s1	.	-11%	-26%
COc1cc(OC)cc(-c2nn[nH]n2)c1	1%	10%	-1%

By substructure, the entries above with a CF3 group
SMILES	KAT2A inh	TDP1 cell CPT	DT40 TDP1 no CPT
Cn1cccc1C(=O)N1CCC[C@@]2(CCN(Cc3cc(C(F)(F)F)cc(C(F)(F)F)c3)C2)C1	-3%	?	?
OC(CNCCc1ccc(C(F)(F)F)cc1)COC(c1ccccc1)c1ccccc1 (centres undefined)	15%	18µM*	?
Cc1nn(-c2ccccc2)nc1-c1nnc(-c2ccc(C(F)(F)F)cc2)o1	-2%	28%	-7%
FC(F)(F)C(Oc1nc(Nc2ccc(Cl)cc2)nc(N2CCOCC2)n1)C(F)(F)F	-3%	?	21µM*

Arranged by molecular weight (rising): some entries from above.
SMILES	KAT2A inh	TDP1 cell CPT	DT40 TDP1 no CPT
COC(=O)N1CCC2(CCCN(C(=O)Nc3ccccc3)C2)CC1	1%	3%	5%
CC1CC(=O)Nc2ccccc2N1C(=O)CN1C(=O)C(=O)N(C)C1=O (centres undefined)	-3%	-11%	-8%
CCCn1c(N2CCN(C(=O)N3CCCCC3)CC2)nc2ccccc21	-8%	?	?
O=C(CSc1nc2cc([N+](=O)[O-])ccc2n1-c1ccccc1)NCc1ccc2c(c1)OCO2	51%[activator]	15µM*	23µM*
COc1ccc(CN(C(=O)CNC(=O)c2ccco2)C(C(=O)NCC2CCCO2)c2ccccc2)cc1 (centres undefined)	-6%	-3%	-9%

Additional results follow.
SMILES	KAT2A inh	TDP1 cell CPT	DT40 TDP1 no CPT
CSc1ccc(S(=O)(=O)N2CCC(C(=O)N3CCc4ccccc4C3)CC2)cc1	-8%	?	?
Cc1ccc(-n2c(=O)c3ccc(C(=O)NCc4ccco4)cc3n(Cc3cccc(Cl)c3)c2=O)cc1	-7%	-22%	?
O=C(CCS(=O)(=O)c1ccc(F)cc1)Nc1nnc(-c2ccco2)o1	3%	?	?
CC1CN(CC(O)COc2ccc(C#N)cc2)CCN1CC(O)COc1ccc(C#N)cc1 (centres undefined)	-1%	21µM*	23µM*
O=C(Nc1nnc([C@H]2C[C@H](O)[C@@H](CO)O2)s1)Nc1ccccc1F	.	0%	-1%
